# Source: PubChem BioAssay (National Center for Advancing Translational Sciences (NCATS))
# p53ts 39C kill = qHTS Screen for Compounds that Selectively Target Cancer Cells with p53 Mutations: Cytotoxicity of p53ts Cells at the Nonpermissive Temperature. 130,000 tested, 1.5% active. Potency, µM (top dose mostly 46.1 µM), for the others: at the top dose activity change, negative = cell killing, hits mostly cytotoxic. H1299-p53A138V viability at 39C, ATP luminescence, 24 h; further: nearly all actives have a fitted effect of over 55% in size
# IkB signaling = IkB Signaling. ABC-DLBCL IkBa-CBG/CBR dual luciferase ratio, 4 h; response scale: scaled: untreated 0%, proteasome inhibitor 100%. 110,000 tested, 0.04% active. Potency, µM (top dose mostly 57.1 µM), without a hit: at the highest dose IkBa stabilization activation. AID 445, 2006; active means well fitted curve in the direction sought with a large enough effect in the signal ratio, not every such curve was filed as active; inconclusive means small, poorly fitted or top-dose-only effect, or a change in a side signal; the % refers to the signal ratio;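 further: the direction sought is a rising ratio; 0% = basal untreated cells and 100% = reference inhibitor full response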
#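 Luminescence ratio of IκBα-fused green versus native red beetle luciferase in OCI-Ly3 cells, 4 h post-doxycycline with compound; red signal alone, scaled from basal (0%) to zero light (-100%), flagged nonspecific or cytotoxic effects.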
# Peg3 imprint = qHTS Assay for Compounds that Induce Erasure of Genomic Imprints; mouse ES Peg3-LacZ reporter, beta-gal luminescence, 40 h; Potency, µM (series often up to 60.7 µM), for inactives: at the highest dose activity change, positive = activation, most hits filed as activators; 110,000 tested, 0.02% active; AID 1948, 2009;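 further: 0% = negative control wells on the plate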
#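 Gelatin-coated wells received 300 freshly trypsinized female ES cells with a Peg3LacZ-Neo reporter on the maternal allele, then incubated 40 hours at 37C. BetaGlo was added for 5 minutes at room temperature before a single luminescence read.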
# p53ts 32C tox = qHTS Screen for Compounds that Selectively Target Cancer Cells with p53 Mutations: Cytotoxicity of p53ts Cells at the Permissive Temperature; H1299-p53A138V at 32C, ATP luminescence viability, 24 h; Potency, µM (titrated, usually from 46.1 µM), inactives show at the top dose activity change, negative = cytotoxicity, most hits filed as cytotoxic; 130,000 tested, 0.93% active; AID 924, 2007;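 further: 0% = DMSO and -100% = full killing by reference compound; nearly all actives have a fitted effect of over 55% in size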
#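 ATP-content luminescence (ATPlite) read-out after 24 h compound exposure at 32C in H1299-p53A138V cells (600/well). Tested up to 46 uM. Normalized to DMSO (0%) and 100 uM tamoxifen (100% killing); Hill-fit AC50.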
# Active calls of the source: *; ? = inconclusive; nt = no result given; & = joins results of further samples; [ ] = dose if it differs, or a comment. Unless noted, the call rests on the fitted dose curve; in most records, active means well fitted curve in the direction sought with a large enough effect; inconclusive means small, poorly fitted or top-dose-only effect, or another doubt; inactive means no such curve, though single readings can be large; an effect the other way counts as inactive or inconclusive. Unless noted, on the % scale 0 is the no-effect control and ±100 the full control effect; potency means the concentration at half of the fitted maximal effect. Not a hit list; any-hit rate near 1.8%.
SMILES	p53ts 39C kill	IkB signaling	Peg3 imprint	p53ts 32C tox
COc1ccc(-c2nn(C)c(=O)c3ccccc23)cc1CNC(=O)CN1CCOCC1	10.1%	11.6%	-22.5%	5.1%
CCCCNS(=O)(=O)c1ccc2nc(SCC(=O)Nc3sccc3C#N)[nH]c2c1	3.0%	?	-13.5%	-25.7%
COC(=O)c1ccccc1NC(=O)c1cc(C)nc2c1c(C)nn2-c1ccc(C)cc1	15.1%	-4.0%	14.7%[10.9 µM]	-3.8%
Cc1ccccc1CNC(=O)c1oc2c(c1C)-c1[nH]ncc1CC2	7.1%	?	-19.8%[10.9 µM]	-1.7%
COc1ccc(N(C(=O)C(C)C)S(=O)(=O)c2ccc3c(c2)n(C)c(=O)n3C)cc1	-4.1%	4.3%	-4.2%	-0.6%
O=C(Nc1ccc(F)c(F)c1)c1cc(S(=O)(=O)NC2CCCC2)ccc1F	-21.1%	5.0%	15.5%[10.9 µM]	-17.0%
CN(C)c1ccc(/C=N/n2ncc3ccccc32)cc1	15.8µM*	?	-68.6%[inhibitor]	12.6µM*
COC(=O)c1ccc(NC(=O)CSc2n[nH]c(-c3ccncc3)n2)cc1	14.0%	1.5%	-7.9%	28.4%
Cc1ccccc1C(=O)NC(=O)Nc1ccc(-n2nc(C(F)(F)F)cc2C(F)(F)F)cc1	32.7%[activator]	-5.2%	-13.3%[10.9 µM]	-6.9%
COC1(OC)N=C(N)C2(C#N)C(c3cccc(Oc4ccccc4)c3)C12C#N (configuration not stated)	-5.9%	1.7%	-16.2%	2.8%
Cc1onc(-c2ccccc2)c1C(=O)Nc1ccc(S(=O)(=O)N2CCCCC2)cc1	-0.3%	4.2%	-12.6%	7.5%
Cn1nnc(NC(=O)c2ccccc2)n1	3.7%	nt	nt	-5.0%
Cc1noc(C)c1C(=O)N1CCC[C@@]2(CCN(C(c3ccccc3)c3ccccc3)C2)C1	3.2%	0.0%[11.4 µM]	nt	-5.5%
CCN(CC)CCCNC(=O)c1cn(C)c2ccc(S(=O)(=O)N(C)C3CCCCC3)cc2c1=O	-9.2%	-0.7%	-11.5%[10.9 µM]	7.2%
CCOc1ccc(C(=O)NC2CCN(C(=O)NCc3ccccc3)CC2)cc1	-5.0%	0.1%	-8.2%	5.1%
COc1ccc(N2C(=O)C(CC(=O)Nc3ccc(Cl)cc3)N(Cc3ccc4c(c3)OCO4)C2=O)cc1 (configuration not stated)	-28.6%	?	-7.6%[10.9 µM]	-0.7%
O=C(C1CCN(S(=O)(=O)c2cccc3cccnc23)CC1)N1CCN(C2CCCCC2)CC1	-1.7%	2.0%	-13.0%	-1.2%
COc1ccc(N(C(=O)COc2ccc(Br)cc2)S(=O)(=O)c2ccc(C)cc2)cc1	-9.3%	?	-16.5%[10.9 µM]	24.6%
COc1cc(OC)cc(C(=O)N2CCC(N3CCCCCC3)CC2)c1	-11.0%	nt	nt	-1.2%
COC(=O)c1ccc(NC2(C#N)C(=O)Nc3ccccc32)cc1 (configuration not stated)	9.6%	12.1%	-20.5%	2.5%
COc1ccc(CC(=O)N2CCc3cc(OC)c(OC)cc3C2COc2ccc(OC)cc2)cc1 (configuration not stated)	-29.4%	?	-7.9%[10.9 µM]	13.4%
CN1CCN(C(c2cccc(Br)c2)c2sc3nc(-c4ccco4)nn3c2O)CC1 (configuration not stated)	-3.0%	-4.6%	25.7%[10.9 µM]	-6.0%
COc1ccc(-n2c3c(cc(C(=O)NC4CCSC4=O)c2=O)C(=O)CC(C)(C)C3)cc1 (configuration not stated)	6.5%	-1.1%	7.0%	4.7%
O=c1cc(Nc2ccc3c(c2)OCO3)[nH]c(=O)n1-c1ccc(Br)cc1	-3.7%	-1.1%	-11.3%	-14.2%
OCC(C#CCN1CCCCC1)NCc1ccccc1 (configuration not stated)	3.3%	2.6%	5.6%	1.6%
COc1ccc(S(=O)(=O)Nc2ccccc2C(=O)NCc2ccco2)cc1	1.6%	-0.9%	-10.7%	4.7%
Cc1c(C)c2cc3c(c(C)c2oc1=O)OCN(CCc1ccc(F)cc1)C3	1.9%	-0.9%	2.9%[10.9 µM]	6.7%
CC(C)OC(=O)C1C2C=CC3(CN(CC4CCCO4)C(=O)C13)O2 (configuration not stated)	-6.4%	-0.5%	-3.7%	6.5%
Cc1cccc(-c2nnc(SCC(=O)N3CCCCC3)o2)c1	?	-0.3%	-27.2%[10.9 µM]	?
COc1ccc2[nH]c(C(=O)O)c(NS(=O)(=O)c3ccc(Cl)s3)c2c1	3.3%	1.9%	-9.0%	3.8%
Nc1nc(SCc2ccc(Cl)cc2)ns1	-1.5%	0.4%	-12.3%	-4.6%
CC(C)[C@H](NC(=O)NC1CCCc2ccccc21)C(=O)O (some centres not stated)	7.4%	2.9%	-6.9%	-2.6%
COc1ccc(NC(=O)N2CCC(n3nnc4cc(C)ccc43)CC2)cc1	13.8%	nt	nt	9.3%
CCCCN(Cc1ccccc1)S(=O)(=O)c1cc(Br)cc2c1N(C(=O)C1CC1)CC2	1.3%	2.6%	-16.9%[10.9 µM]	15.2%
COc1ccc(OC)c(Nc2ncnc3c2cnn3-c2cccc(C)c2)c1	-23.2%	3.1%	-25.7%	22.7%
CC(=O)N(Cc1cccs1)C1CCOC(C)(C)C1 (configuration not stated)	4.8%	1.1%	18.9%	-9.5%
COc1ccc(Nc2ncnc3onc(-c4ccc(Cl)cc4)c23)cc1Cl	?	1.4%	-4.6%[10.9 µM]	19.9%
COc1ccccc1N1CCN(C(=O)Cn2nc(C(F)(F)F)c3c2CCC3)CC1	16.2%	4.7%	-22.0%	9.0%
Cn1c(=O)c(CCc2ccccc2)nc2cnc(Nc3ccccc3)nc21	-1.4%	-0.5%[11.4 µM]	8.5%	6.9%
CCc1nc(SCC(=O)N2CCN(C(=O)c3ccco3)CC2)c2c3c(sc2n1)CCCC3	?	?	0.9%	8.3%

# Part of the list above, with each value named.
COc1ccc(Nc2ncnc3onc(-c4ccc(Cl)cc4)c23)cc1Cl
  p53ts 39C kill: ? | IkB signaling: 1.4% | Peg3 imprint: -4.6%[10.9 µM] | p53ts 32C tox: 19.9%
COc1ccccc1N1CCN(C(=O)Cn2nc(C(F)(F)F)c3c2CCC3)CC1
  p53ts 39C kill: 16.2% | IkB signaling: 4.7% | Peg3 imprint: -22.0% | p53ts 32C tox: 9.0%

# The list continues:
SMILES	p53ts 39C kill	IkB signaling	Peg3 imprint	p53ts 32C tox
Cc1cc(C(=O)Nc2nnc(C3CCCCC3)s2)no1	-21.5%	?	30.3%	-5.7%
COCCNC(=O)[C@H](C)/C=C(\c1cccnc1)C(NC(=O)OCc1ccccc1)c1ccc(C(=O)OC)cc1 (some centres not stated)	-5.1%	nt	-8.0%	13.2%
Cc1ccc(OC[C@H](O)[C@H](C)NC(C)C)c2c1CCC2	?	?	-1.9%	-9.1%&-14.5%
CCc1nnc(SCc2ccc(OC(C)C)cc2)n1N	2.9%	0.3%	-8.6%	-10.7%
Cc1c(Cl)cccc1NC(=O)c1noc2c1CCCC2	-20.5%	1.0%	-11.7%[10.9 µM]	-24.1%
C[C@@]12C=CC(=O)C=C1CC[C@@H]1C2=CC[C@]2(C)[C@@H]1CC[C@H]2C(=O)CN1CCN(c2cc(N3CCCC3)nc(N3CCCC3)n2)CC1	23.3%	9.6%	nt	2.2%
Cc1cccc(CS(=O)(=O)c2ncc(Cl)c(C(=O)NCc3ccccc3)n2)c1	5.01µM*	?	-27.5%[10.9 µM]	25.1µM*
COc1ccc(CNC(=O)c2cc3c(=O)[nH]c4ccccc4c3n2C)c(OC)c1	-0.7%	1.4%	8.7%[10.9 µM]	-2.6%
O=C(Nc1cccc(NS(=O)(=O)c2ccc(S(=O)(=O)NC3CC3)cc2)c1)c1ccccn1	-7.6%	2.0%	-6.2%	2.6%
Cc1cc(NC(=O)CSc2ccc3nnc(-c4cccc(F)c4)n3n2)no1	0.4%	-1.1%	-9.4%	5.7%
CCn1nnnc1SCC(=O)c1ccc(NC(C)=O)cc1	6.9%	-1.4%	-14.1%	-4.3%
COc1ccccc1C1/C(=C(\O)c2c(C)nc3c(C)cccn23)C(=O)C(=O)N1CCCN(C)C (configuration not stated)	0.5%	-1.7%	1.0%	0.3%
COc1ccc(CCNC(=O)CCn2cccc2)cc1OC	-7.6%	nt	nt	0.5%
CCOC(=O)C(C)Oc1ccc(=O)n(-c2ccccc2)n1 (configuration not stated)	4.4%	3.3%	-8.1%	-6.7%
Cc1c2cnn(CC(=O)NCCc3ccccc3)c(=O)c2c(C)n1Cc1ccccc1	-16.1%	0.5%	-8.3%[10.9 µM]	0.9%
Cc1cc(=O)[nH]c(SCC(=O)NCc2ccco2)n1	2.6%	0.5%	-1.6%	0.4%
CCn1c(SCC(=O)OC)nc2sc3c(c2c1=O)CCC3	-1.9%	-3.8%	-9.3%	-1.3%
CCOc1ccc(C(CC(=O)O)NC(=O)COc2ccccc2)cc1 (configuration not stated)	-9.9%	-0.4%	-3.1%	0.0%
CCc1nc(-c2ccc(C)c(S(=O)(=O)N3CCN(c4ccc(C(C)=O)cc4)CC3)c2)no1	-9.0%	-2.4%	7.3%[10.9 µM]	-3.5%
COc1ccc(NC(=O)c2cc3c(-c4ccccc4F)nn(C)c3s2)c(OC)c1	-0.1%	-0.8%	-7.3%[10.9 µM]	3.1%
Cc1ccc(Cn2c(=N)n(CC(O)c3ccco3)c3ccccc32)cc1 (configuration not stated)	0.0%	2.4%	-7.1%	-10.1%
CCNc1ncc2nc(-c3ccccc3)c(=O)n(CCOC)c2n1	-2.7%	-5.7%[11.4 µM]	-11.3%	-0.2%
CCNC(=O)c1c(O)c2ccccc2[nH]c1=O	-21.4%	1.8%	-24.8%	-2.3%
O=C(NCCN1CCOCC1)c1ccc(CS(=O)(=O)c2c(Cl)cccc2Cl)o1	5.6%	-2.2%	-8.0%	-7.6%
Cn1c(COc2ccccc2)nnc1SCCN1CCOCC1	1.1%	2.5%	nt	?
CCOc1ccc(NC(=O)Cn2cc(C(=O)c3ccc(OC)cc3)c(=O)c3cc4c(cc32)OCO4)cc1	3.7%	1.6%	-9.0%[10.9 µM]	-0.4%
CC(=O)N1c2ccc(S(=O)(=O)NCC3CCC(C(=O)Nc4ccc(F)cc4)CC3)cc2CC1C (configuration not stated)	-15.7%	?	-17.5%[10.9 µM]	-2.7%
COc1ccc(CNC(=O)c2cc(-c3ccccc3OC)on2)cc1	-23.5%	?	-15.6%	-12.9%
Fc1cc(F)c2nc(N3CCCCC3)sc2c1	-14.9%	-3.6%	-26.1%	-25.1%
COc1cccc(NC(=O)c2sc3nc(C)c(C(=O)Nc4ccc(C)cc4C)c(-c4ccco4)c3c2N)c1	6.4%	?	-3.8%[10.9 µM]	7.4%
c1nc2sc3c(c2c2nnnn12)CCC3	7.0%	?	1.2%	-3.9%
COc1cc(OC)c(C#N)c(S(=O)Cc2ccccc2)c1 (configuration not stated)	16.4%	-1.1%	0.0%	-12.8%
O=C(C1CCCN(Cc2cccnc2)C1)N1CCCCC1 (configuration not stated)	-0.8%	-0.5%	3.3%	5.7%
Clc1ccc(CNc2cc(-c3ccccc3)nc3nncn23)cc1	?	1.4%	-15.0%[10.9 µM]	?
Nc1nc(C(=O)O)c(N=Nc2ccccc2)c(=O)[nH]1	-6.5%[9.22 µM]	2.5%[11.4 µM]	-12.9%[10.9 µM]	-2.0%[9.22 µM]
CSCCC1NC2(C(=O)Nc3ccc(Cl)cc32)[C@@H]2C(=O)N(C3CCCC3)C(=O)[C@H]12 (some centres not stated)	12.3%	?	-3.2%	18.1%
COc1cc(C(=O)N2CCC(n3cnc4cc(F)ccc43)CC2)cc(OC)c1OC	5.3%	-0.2%	-2.2%	9.5%
COc1c(O)c(O)cc2c1oc1c3cc(C)ccc3oc(=O)c21	-17.7%	nt	-30.4%[inhibitor]	-6.7%
CCOc1ccc2nc(N3CCCC(C(=O)NCCc4ccc(Cl)cc4)C3)sc2c1 (configuration not stated)	?	?	-13.3%[10.9 µM]	-18.4%
